Pf Dd2 inh – blocks growth of Plasmodium falciparum Dd2 parasites. P. falciparum Dd2 growth, SYBR Green, 72 h; active compounds read low. activity change, % at 10 µM. hit rate 2.3% among 94,000. AID 1159554; in the data active = activity change below about -80%; inconclusive = no clear call, values can overlap the other calls
Tcruzi prolif – T. cruzi proliferation inhibition; AID 624255; T. cruzi beta-gal in NIH3T3, GalScreen luminescence, 90 h; inhibition, % at 8.34 µM; hit rate 5.9% among 77,000;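 active = mean inhibition above about 93%, with at least 55% of replicates each passing it, limit read from the data, passing the limit was not always enough; inconclusive = only one of those two conditions holds; inactive = neither condition holds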
C diff growth – blocks growth of Clostridium difficile | hit rate 0.25% among 86,000 | AID 1259249 | Clostridium difficile clinical isolate growth, OD600, 24 h; active compounds read low | growth activity, negative = inhibition, % at 16 µg/mL (by protocol);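 active = mean growth activity at or below -80% and every replicate also at or below -80%; inconclusive = mean at or below -80% but some replicate above -80%; inactive = mean growth activity above -80%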;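 note: 0% = DMSO wells and -100% = levofloxacin 16 µg/mL wells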
GASC1 inh – KDM4C (human) demethylase inhibition | inhibition, % at 12.5 µM | hit rate 0.15% among 96,000 | Q9H3R0 | AID 720574 | GST-KDM4C 2-372, H3K9me3 peptide, LANCE TR-FRET;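 active = mean replicate inhibition above about 25%, with at least 55% of replicates also reaching it, limit read from the data, passing the limit was not always enough; inconclusive = only one of those two conditions met; inactive = neither condition met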
Target sequence (Q9H3R0 2-372 limits assumed): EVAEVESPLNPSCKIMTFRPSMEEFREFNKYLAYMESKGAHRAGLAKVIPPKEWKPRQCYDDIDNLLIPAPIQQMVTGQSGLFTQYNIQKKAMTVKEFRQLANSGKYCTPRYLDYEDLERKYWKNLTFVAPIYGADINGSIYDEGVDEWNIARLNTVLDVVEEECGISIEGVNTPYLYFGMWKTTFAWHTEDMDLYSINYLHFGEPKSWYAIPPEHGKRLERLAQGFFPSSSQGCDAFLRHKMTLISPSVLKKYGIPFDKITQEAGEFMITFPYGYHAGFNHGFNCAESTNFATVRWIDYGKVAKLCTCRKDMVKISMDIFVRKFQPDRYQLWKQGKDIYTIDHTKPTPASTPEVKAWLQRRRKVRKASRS
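Material: GST-tagged GASC-1 (JMJD2C) catalytic fragment, aa 2-372 / Quantity: enzyme final amount 10 nM / Medium: HEPES buffer, pH 7.5, plus ascorbate / Doses: one test concentration per compound / Incubation: 30 min reaction, 60 min detection, RT / Measured by: LANCE TR-FRET / Read-out: inhibition from TR-FRET ratio decrease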
* marks the source's active call; other numbers are inactive results; ? = inconclusive; / = not tested or not shown; & = joins results of further samples.

SMILES	Pf Dd2 inh	Tcruzi prolif	C diff growth	GASC1 inh
Cc1ccc(S(=O)(=O)N[C@@H]2CC[C@H](CC(=O)N3CCC(Cc4ccccc4)CC3)O[C@H]2CO)cc1	-1	30	-6	0.8
C[C@H]1CN([C@@H](C)CO)C(=O)c2cccc(N(C)C)c2O[C@H]1CN(C)C(=O)Nc1ccc2c(c1)OCO2	11	52	2	1.4
COc1ccc(-c2cnc3c(c2)C(=O)N([C@H](C)CO)C[C@H](C)[C@@H](CN(C)C(=O)Cc2ccccc2)O3)cc1	-14	73	-7	-2.4
Cc1ccc(S(=O)(=O)Nc2cccc3c2O[C@@H](CN(C)C)[C@H](C)CN([C@H](C)CO)C3=O)cc1	-15	35	2	0.1
C[C@H](CO)N1C[C@H](C)[C@H](CN(C)C(=O)NC2CCCC2)Oc2ncc(C3=CCCCC3)cc2C1=O	1	/	2	1.7
O=C(O)C[C@@H]1C=C[C@H](NC(=O)Nc2cc(F)ccc2F)[C@@H](CO)O1	6	-12	-3	1.0
CNC(=O)C[C@@H]1CC[C@H]2[C@@H](COc3ccc(NC(=O)C(C)C)cc3C(=O)N2C)O1	-1	-23	0	-1.0
COc1ccc2c3c(n(C)c2c1)[C@H](CO)N(CC1CC1)CC31CN(C(=O)c2ccc3c(c2)OCO3)C1	-89*	/	1	-1.7
COc1ccc(NC(=O)Nc2ccc3c(c2)CC(=O)N([C@H](C)CO)C[C@H](C)[C@@H](CN(C)Cc2ccc(C(=O)O)cc2)O3)cc1	1	/	-6	1.7
C[C@@H]1CN([C@H](C)CO)C(=O)CCCn2nncc2CO[C@H]1CN(C)Cc1cccc(C(F)(F)F)c1	-5&-7	-26&94	-3	-1.5
C[C@@H](NC(=O)C[C@@H]1CC[C@H](NC(=O)c2cccnc2)[C@@H](CO)O1)c1ccccc1	-8	2	/	-0.2
O=C(CN1CCOCC1)N[C@@H]1CC[C@H](CCNC(=O)Nc2cc(F)ccc2F)O[C@@H]1CO	4	-1	/	-0.3
CC(C)NC(=O)N(C)C[C@H]1Oc2c(NC(=O)c3ccncc3)cccc2C(=O)N([C@H](C)CO)C[C@H]1C	7	/	-2	-1.3
CC(=O)Nc1ccc2c(c1)C(=O)N(C)[C@@H]1CC[C@H](CC(=O)Nc3cn(C)nc3C)O[C@H]1CO2	8	17	-7	9.5
C[C@@H]1CN([C@@H](C)CO)C(=O)Cc2cc(NS(=O)(=O)c3ccc(Cl)cc3)ccc2O[C@@H]1CN(C)Cc1ccc(-c2ccccc2)cc1	15	91	/	2.1
CO[C@@H](CN(C)C(=O)c1ccccc1F)[C@H](C)CN([C@@H](C)CO)S(=O)(=O)c1ccc(C)cc1	-13	26	/	-0.8
CCC(=O)Nc1ccc2c(c1)OC[C@H](C)N(C(=O)CN1CCOCC1)C[C@H](C)[C@@H](OC)CN(C)C2=O	/	32	1	0.4
C[C@H]1CCCCO[C@@H](CN(C)C(=O)Nc2ccccc2)[C@@H](C)CN([C@@H](C)CO)C(=O)c2cc(NC(=O)Nc3ccccc3)ccc2O1	-20	?	-6	-0.5
CCC(=O)NC[C@@H]1[C@H](c2ccc(C3=CCCC3)cc2)[C@H](CO)N1C(C)=O	-6	-10	2	0.2
C[C@@H]1CN([C@H](C)CO)C(=O)CCCn2cc(nn2)CO[C@H]1CN(C)Cc1ccc(C(F)(F)F)cc1	-11	2	/	0.0

The final 4 records of the section above come first, to join the parts.
SMILES	Pf Dd2 inh	Tcruzi prolif	C diff growth	GASC1 inh
CCC(=O)Nc1ccc2c(c1)OC[C@H](C)N(C(=O)CN1CCOCC1)C[C@H](C)[C@@H](OC)CN(C)C2=O	/	32	1	0.4
C[C@H]1CCCCO[C@@H](CN(C)C(=O)Nc2ccccc2)[C@@H](C)CN([C@@H](C)CO)C(=O)c2cc(NC(=O)Nc3ccccc3)ccc2O1	-20	?	-6	-0.5
CCC(=O)NC[C@@H]1[C@H](c2ccc(C3=CCCC3)cc2)[C@H](CO)N1C(C)=O	-6	-10	2	0.2
C[C@@H]1CN([C@H](C)CO)C(=O)CCCn2cc(nn2)CO[C@H]1CN(C)Cc1ccc(C(F)(F)F)cc1	-11	2	/	0.0
CO[C@@H]1CN(C)C(=O)c2cc(NC(=O)Nc3ccccc3)ccc2OC[C@H](C)N(C(=O)CC2CC2)C[C@@H]1C	-56	39	/	13
O=C(C1CC1)N1CC2(C1)[C@H](c1ccccc1)[C@H](CO)N2CCC(F)(F)F	-7	/	0	1.0
Cc1ccc(S(=O)(=O)Nc2ccc3c(c2)CC(=O)N([C@@H](C)CO)C[C@@H](C)[C@@H](CN(C)C(=O)Nc2ccc(F)cc2)O3)cc1	13	24	-2	-4.0
C[C@@H]1CN([C@H](C)CO)C(=O)Cc2cc(NC(=O)Nc3ccc(C(F)(F)F)cc3)ccc2O[C@H]1CN(C)S(=O)(=O)c1cn(C)cn1	-21	-5	-6	-0.2
CCCN1[C@@H]2c3ccc(-c4ccccc4)c(=O)n3C[C@H]1[C@H](CO)[C@H]2C(=O)N1CCCCC1	/	46	-3	-0.2
C[C@@H]1CN([C@@H](C)CO)C(=O)CCCn2nncc2CO[C@@H]1CN(C)C(=O)Nc1ccc2c(c1)OCCO2	22	6	7	/
C[C@H](CO)N1C[C@H](C)[C@@H](CN(C)Cc2ccncc2)Oc2ccc(NS(=O)(=O)c3ccc(Cl)cc3)cc2CC1=O	-13	19	11	0.1
CC(C)NC(=O)N(C)C[C@H]1Oc2ccc(NC(=O)NC3CCCCC3)cc2C(=O)N([C@H](C)CO)C[C@H]1C	17	-45	0	-2.0
C[C@@H]1CCCCO[C@H](CN(C)Cc2ccc3c(c2)OCO3)[C@H](C)CN([C@@H](C)CO)C(=O)c2cc(NC(=O)c3ccncc3)ccc2O1	6	112*	-1	1.3
C[C@@H]1CCCCO[C@H](CN(C)C)[C@@H](C)CN([C@@H](C)CO)C(=O)c2cc(NS(=O)(=O)c3ccc(Cl)cc3)ccc2O1	/	-59	2	-0.8
C[C@H]1CN([C@@H](C)CO)S(=O)(=O)c2ccc(-c3ccccc3)cc2O[C@@H]1CN(C)C(=O)c1ccc2c(c1)OCO2	-19	/	2	2.6
Cc1ccc(S(=O)(=O)Nc2ccc3c(c2)C(=O)N([C@H](C)CO)C[C@@H](C)[C@@H](CN(C)C(=O)Nc2ccc(F)cc2)O3)cc1	-9	-33	-3	2.0
C[C@H](CO)N1C[C@H](C)[C@@H](CN(C)S(=O)(=O)c2ccc(Cl)cc2)Oc2ccc(NC(=O)Cc3ccccc3)cc2CC1=O	-61	-139	-4	1.1
C[C@@H]1CN([C@H](C)CO)C(=O)c2cc(NC(=O)Nc3ccc4c(c3)OCO4)ccc2O[C@H]1CN(C)Cc1ccc(C(=O)O)cc1	28	80	-4	-0.3
CCC(=O)Nc1ccc2c(c1)C(=O)N(C)[C@@H]1CC[C@@H](CC(=O)NC3Cc4ccccc4C3)O[C@H]1CO2	-13	56	-2	-0.2
O=C(C[C@@H]1CC[C@@H](NC(=O)c2ccccn2)[C@@H](CO)O1)NCc1cccc(F)c1	-29	-11	2	-1.7
C/C=C/c1ccc([C@H]2[C@@H](CO)N(CC3CCCCC3)[C@H]2CNC(C)=O)cc1	-30	/	3	-1.2
Cc1noc(C)c1NC(=O)N(C)C[C@H]1Oc2ccc(NC(=O)Nc3ccc(C(F)(F)F)cc3)cc2CC(=O)N([C@H](C)CO)C[C@H]1C	-23	16	1	-1.0
O=C(Nc1ccc(F)cc1)N1CC(=O)N2[C@H](CO)[C@H](c3ccc(C#CC4CC4)cc3)[C@@H]2C1	-36	/	-1	-0.7
C[C@H]1CN([C@@H](C)CO)C(=O)c2cccc(NS(=O)(=O)c3ccccc3)c2O[C@H]1CN(C)Cc1ccccc1	-30	58	0	11
CO[C@H]1CN(C)C(=O)c2ccc(NC(=O)Nc3ccc(Cl)cc3)cc2OC[C@@H](C)N(C(=O)Nc2c(C)noc2C)C[C@H]1C	10	48	/	-0.2
COc1ccc2c3c([nH]c2c1)[C@H](CO)N(C(=O)c1ccccc1)CC31CN(C)C1	32	/	-8	-0.3
C[C@@H]1CN([C@H](C)CO)C(=O)Cc2cc(NC(=O)Cc3cn(C)c4ccccc34)ccc2O[C@@H]1CN(C)C(=O)Nc1ccc2c(c1)OCO2	-17	-14	2	0.0
C[C@@H]1CN([C@H](C)CO)C(=O)c2ccccc2-c2ccccc2CO[C@@H]1CN(C)Cc1ccc(-c2ccccc2)cc1	-83*	/	15	1.3
COCC(=O)Nc1ccc2c(c1)[C@@H]1C[C@@H](CC(=O)N(C)C)O[C@@H](CO)[C@@H]1O2	2	2	1	4.6
CC(C)(O)c1cn([C@H]2C[C@@H]3O[C@@H](CO)CC[C@@H]3O[C@@H]2CCc2ccc(-c3cccnc3)cc2)nn1	-2	/	-4	/
COc1ccc(CN(C)C[C@@H]2OCCCC[C@H](C)Oc3ccc(N(C)C)cc3C(=O)N([C@H](C)CO)C[C@@H]2C)cc1	/	15	/	-0.6
CCCC#Cc1cnc2c(c1)C(=O)N([C@H](C)CO)C[C@@H](C)[C@@H](CN(C)C(=O)C1CCC1)O2	5	-38	3	-1.2
O=C(C[C@@H]1CC[C@@H]2[C@H](COC[C@H](O)CN2S(=O)(=O)c2ccc(Oc3ccccc3)cc2)O1)NCCN1CCCCC1	-11	-36	/	-2.8
C[C@@H]1CN([C@@H](C)CO)C(=O)c2cccc(NC(=O)C3CCOCC3)c2O[C@H]1CN(C)C(=O)Nc1ccc(C(F)(F)F)cc1	9	99*	-3	-0.7
CCCNC(=O)[C@H]1[C@H](CO)[C@H]2Cn3c(ccc(-c4ccncc4)c3=O)[C@@H]1N2CC1CC1	20	38	-1	2.8
Cc1noc(C)c1NC(=O)N(C)C[C@H]1OCCCC[C@H](C)Oc2ccc(N(C)C)cc2C(=O)N([C@H](C)CO)C[C@H]1C	21	41	0	6.8
CCCNC(=O)N1C[C@H]2[C@@H](c3ccccc31)[C@@H](CO)N2Cc1ccc(F)cc1	-9	12	-3	0.9
CCCNC(=O)N(C)C[C@@H]1Oc2cc(C#CCC(C)C)ccc2S(=O)(=O)N([C@H](C)CO)C[C@@H]1C	-37	62	-3	-1.3
C/C=C/c1ccc([C@H]2[C@@H](CO)N(C(=O)C3CC3)[C@H]2CN(C)C(=O)C2CC2)cc1	18	-53	-4	1.8
CO[C@@H]1CN(C)C(=O)c2cc(NS(=O)(=O)CC(F)(F)F)ccc2OC[C@@H](C)N(Cc2ccccn2)C[C@@H]1C	-10	58	/	-0.2
CC(C)NC(=O)N1CC2(C1)[C@@H](c1ccccc1)[C@@H](CO)N2C(=O)C1CCC1	34	/	-3	/
CNC[C@H]1Oc2ccc(NS(=O)(=O)c3ccc(F)cc3)cc2C(=O)N([C@H](C)CO)C[C@@H]1C	-25	5	-1	-0.7
COc1ccc(NC(=O)N2C[C@@H]3N[C@H](C2)[C@@H]3c2ccc(-c3ccc(OC)cc3)cc2)cc1	-60	/	69	-29
CO[C@H]1CN(C)C(=O)c2ccc(NC(=O)C3CCCC3)cc2OC[C@H](C)N(C(=O)CC2CC2)C[C@@H]1C	-8	/	-4	0.0

2 records drawn at random from the list so far:
SMILES	Pf Dd2 inh	Tcruzi prolif	C diff growth	GASC1 inh
CCCN1[C@@H]2c3ccc(-c4ccccc4)c(=O)n3C[C@H]1[C@H](CO)[C@H]2C(=O)N1CCCCC1	/	46	-3	-0.2
C[C@@H]1CN([C@H](C)CO)C(=O)Cc2cc(NC(=O)Cc3cn(C)c4ccccc34)ccc2O[C@@H]1CN(C)C(=O)Nc1ccc2c(c1)OCO2	-17	-14	2	0.0

Going on with the list:
SMILES	Pf Dd2 inh	Tcruzi prolif	C diff growth	GASC1 inh
CC(C)NC(=O)N(C)C[C@@H]1OCCCC[C@H](C)Oc2ccc(NC(=O)Cc3ccccc3)cc2C(=O)N([C@@H](C)CO)C[C@H]1C	-15	-25	1	0.6
CC(=O)N(C)C[C@@H]1Oc2cc(C#CCC(C)C)ccc2S(=O)(=O)N([C@@H](C)CO)C[C@@H]1C	-9	14	5	-1.4
COCC(=O)Nc1ccc2c(c1)C(=O)N(C)C[C@H](OC)[C@H](C)CN(Cc1ccccn1)[C@@H](C)CO2	-13	-48	/	2.6
CCNC(=O)[C@H]1[C@H](CO)[C@H]2Cn3c(ccc(-c4cncnc4)c3=O)[C@H]2N1C(=O)c1ccccc1F	-1	-1	-2	0.5
COc1ccc(NC(=O)N(C)C[C@@H]2Oc3ccc(NC(=O)C4CC4)cc3C(=O)N([C@H](C)CO)C[C@H]2C)cc1	10	24	-2	0.5
CO[C@@H]1CN(C)C(=O)c2cc(NC(=O)c3ccccc3)ccc2OC[C@H](C)N(C(C)=O)C[C@H]1C	52	32	/	-0.3
C[C@@H]1CN([C@@H](C)CO)C(=O)c2cccc(NS(=O)(=O)c3ccc(Cl)cc3)c2O[C@H]1CN(C)CC1CC1	16	30	3	-5.4
COCC#Cc1cnc2c(c1)C(=O)N([C@H](C)CO)C[C@@H](C)[C@@H](CN(C)S(C)(=O)=O)O2	15	-23	-2	-0.5
Cc1ccccc1-c1cnc2c(c1)C(=O)N([C@H](C)CO)C[C@H](C)[C@H](CN(C)C(=O)c1ccncc1)O2	9	36	2	-1.7

Bioassay records deposited in PubChem BioAssay by Broad Institute.
